NPY-Y1 antag = blocks the human neuropeptide Y Y1 receptor | P25929 | HEK293-CNG Y1 cells, membrane potential fluorescence; NPY at EC95, then isoproterenol | inhibition, % at 3.6 µM | hit rate 1% among 200,000 | AID 1040;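 active = inhibition above the campaign mean inhibition of all tested compounds plus 3 SD, cut at about 20% in these data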;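 note: 0% = DMSO wells given NPY plus isoproterenol and 100% = isoproterenol alone without NPY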
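Assay system: HEK293 Y1/CNG channel cell line; Doses: single compound dose of 3.6 µM, 0.4% DMSO; Timing: dye 3 h, compound 60 min room temperature, stimulation 45 min; Technique: Membrane-potential fluorescent dye readout; Measure: % inhibition of NPY effect.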
Hck Nef HTS = blocks Nef-activated human Hck kinase; P08631; inhibition, % at 20 µM; Recombinant Hck-YEEI plus Nef, Z-Lyte FRET kinase assay; AID 463187; hit rate 0.68% among 220,000;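 active = Hck-Nef kinase inhibition above about 50%, limit read from the data; inactive = inhibition below that limit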;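 note: 0% = DMSO with Hck plus Nef and 100% = Hck alone without Nef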
p97 inhibitor = blocks human p97 ATPase activity | P55072 | recombinant p97 ATPase, Kinase-Glo ATP luminescence, 3 h | inhibition, % at 8 µM | hit rate 0.42% among 220,000; in the data active = inhibition above about 15%;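 note: 0% = DMSO vehicle and 100% = wells lacking enzyme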
Target sequence (P55072 whole entry, looked up): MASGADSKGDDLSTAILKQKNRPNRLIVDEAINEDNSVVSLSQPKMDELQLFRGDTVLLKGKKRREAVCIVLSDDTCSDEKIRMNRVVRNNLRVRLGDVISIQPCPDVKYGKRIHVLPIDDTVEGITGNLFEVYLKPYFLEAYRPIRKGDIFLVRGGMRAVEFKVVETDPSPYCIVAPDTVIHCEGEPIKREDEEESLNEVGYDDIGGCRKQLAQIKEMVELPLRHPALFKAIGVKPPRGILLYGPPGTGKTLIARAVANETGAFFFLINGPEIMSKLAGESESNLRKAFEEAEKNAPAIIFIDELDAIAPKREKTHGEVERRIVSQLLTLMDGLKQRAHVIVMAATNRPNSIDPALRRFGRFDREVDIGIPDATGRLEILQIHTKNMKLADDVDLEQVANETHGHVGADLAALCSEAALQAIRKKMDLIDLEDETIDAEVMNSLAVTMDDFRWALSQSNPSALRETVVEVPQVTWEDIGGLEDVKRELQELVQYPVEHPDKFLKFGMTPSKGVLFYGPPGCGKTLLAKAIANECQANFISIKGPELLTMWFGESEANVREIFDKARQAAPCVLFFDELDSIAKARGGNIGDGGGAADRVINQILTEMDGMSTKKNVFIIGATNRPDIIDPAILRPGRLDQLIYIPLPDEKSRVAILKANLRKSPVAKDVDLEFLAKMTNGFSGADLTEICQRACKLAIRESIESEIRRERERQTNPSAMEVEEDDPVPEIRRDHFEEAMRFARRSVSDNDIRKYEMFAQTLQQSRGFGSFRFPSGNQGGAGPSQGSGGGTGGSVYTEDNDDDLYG
Runt-CBFb FRET = blocks binding of human RUNX1 Runt domain to CBFb; Q01196+Q13951; Cerulean-Runt/Venus-CBFb FRET ratio 530/480, 1 h; inhibition, % at 20 µM; hit rate 0.46% among 220,000; AID 1496;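 active = inhibition over about 50% at 20 µM in the single-dose screen, limit read from the data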;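 note: 0% = DMSO wells and 100% = excess unlabeled CBFb competitor control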
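Schedule: protein complex preformed 1 h, compound exposure 1 h, room temperature, dark; test system: Cerulean-labeled Runt domain protein; amount: 100 nM per protein; buffer or medium: Tris 50 mM pH 7.5, KCl, K2SO4, 0.01% BSA; read-out: loss of energy transfer signal; detection: FRET fluorescence; controls: 5 µM unlabeled CBFb as full-inhibition high control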
NPY-Y1 PAM-ag = potentiators or agonists of human neuropeptide Y receptor Y1; activation, % at 3.6 µM; AID 1304; NPY-Y1 expressing cells, potentiator/agonist activation; hit rate 0.37% among 220,000; in the data active = activation above about 33%, passing the limit was not always enough;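 note: cells stimulated with NPY at EC10 then isoproterenol at EC100; 0% = low agonist plus stimulus and 100% = saturating agonist plus stimulus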
MDM2 E3 inh = Mdm2 E3 ligase (human) inhibition; Q00987; cell-based MDM2 ubiquitination luciferase reporter, 2 h; 0 = plate control, 100 = twice control, blank-subtracted; signal enhancement, % at 5 µM; hit rate 0.11% among 210,000; AID 1230;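 active = signal enhancement of 30% or more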;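 note: luminescence tracks abundance of the self-degrading MDM2-luciferase fusion protein; higher signal means inhibition of MDM2 E3 ligase activity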
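Assay system: mammalian cells stably expressing self-ubiquitinating, self-degrading MDM2 E3–luciferase fusion. Quantity: 2000 cells in each well. Medium: DMEM culture medium. Compound dosing: single-point 5 µM. Timing: cell settling 4 h, compound treatment 2 h, both 37 °C. Technique: luciferase luminescence. Read-out basis: percent signal gain over controls, blank-subtracted. Benchmarks: plate controls and plate blanks.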
Runt-SMMHC FRET = blocks binding of human RUNX1 Runt domain to CBFb-SMMHC | Q01196+Q13951 | Cerulean-Runt/Venus-CBFb-SMMHC FRET ratio 530/480, 1 h | inhibition, % at 20 µM | hit rate 0.74% among 220,000 | AID 1434;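 active = mean inhibition across duplicate retests at 20 µM reaching about 50%, limit read from the data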;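 note: 0% = DMSO wells and 100% = wells with excess untagged CBFb-SMMHC; inhibitors lower the FRET ratio by blocking Runt binding to CBFb-SMMHC; some results filed as inactive read as strong as hits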
NPY2 pot ag = potentiates or activates human NPY-Y2 receptor. P49146. cells expressing NPY-Y2, potentiator/agonist read-out. activation, % at 3.6 µM. hit rate 0.45% among 220,000. AID 1359; in the data active = activation above about 27%;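 note: cells stimulated with NPY near EC25 plus isoproterenol at EC100; 0% = vehicle plus submaximal agonist and 100% = vehicle plus saturating agonist; some results beyond the cut were filed as inactive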
RBBP9 inh = inhibitors of human serine hydrolase RBBP9; O75884; recombinant RBBP9, FP-Rh probe fluorescence polarization; inhibition, % at 7.94 µM; hit rate 0.2% among 220,000; AID 1515;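 active = inhibition above the campaign mean of all tested compounds plus 3 SD, cut at about 14% in these data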;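 note: plate controls were DMSO wells with RBBP9 for no effect and wells lacking RBBP9 protein for full effect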
Target sequence (O75884 whole entry, looked up): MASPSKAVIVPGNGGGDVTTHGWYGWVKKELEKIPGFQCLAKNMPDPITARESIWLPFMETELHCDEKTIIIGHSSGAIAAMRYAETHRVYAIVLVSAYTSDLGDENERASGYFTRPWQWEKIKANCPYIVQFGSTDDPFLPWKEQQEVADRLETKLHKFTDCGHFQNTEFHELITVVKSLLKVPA
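Measured by – fluorescence polarization · Test system – RBBP9 protein · Input – 2.5 µM RBBP9 dispensing solution, before mixing · Measure – percent inhibition from mP, scaled between DMSO and no-protein wells · Benchmarks – DMSO-treated enzyme wells and wells lacking RBBP9 · Times – preincubation 30 min plus labeling 45 min at 25 °C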
* hit, by the source's call; / = no result given.

SMILES	NPY-Y1 antag	Hck Nef HTS	p97 inhibitor	Runt-CBFb FRET	NPY-Y1 PAM-ag	MDM2 E3 inh	Runt-SMMHC FRET	NPY2 pot ag	RBBP9 inh
COc1ccc(C2/C(=C(/O)c3ccccc3)C(=O)C(=O)N2c2ccccn2)cc1OC (configuration not stated)	6	-29	1	-1	-5	/	-10	-5	2
CCOC(=O)N1CCN(C(c2cccnc2)c2ccc3cccnc3c2O)CC1 (configuration not stated)	4	0	-1	9	12	-20	7	5	14
CC(=Nc1ccc(C)c(C)c1)C1=C(O)CCC1=O	7	-16	2	2	8	0	-1	0	-7
COc1ccc(Br)cc1CNC(=O)C1CCCN(S(C)(=O)=O)C1 (configuration not stated)	0	2	3	1	12	-22	-1	16	-7
COc1cc(OC)c2c(c1O)OC(c1ccccc1)CC2=O (configuration not stated)	6	14	8	6	-1	-1	24	-4	-2
N#Cc1ccc(C(=O)NC2CCCc3ccccc32)cc1 (configuration not stated)	4	17	2	-1	5	-14	-3	-7	-6
COc1ccccc1NC(=O)OCC#CCOC(=O)Nc1ccccc1OC	/	4	9	0	-35	-13	-7	-7	-6
Cc1cccc(Cn2c(NCCO)nc3c2c(=O)n(C)c(=O)n3C)c1	7	2	6	-4	-1	-8	-3	14	-12
COc1cc(/C=N/NC(=O)C(=O)NCc2cccnc2)ccc1O	3	1	1	8	-22	-3	-1	-9	4
CSc1nc2ccccc2n1C(=O)Oc1ccccc1	-4	1	1	1	9	-30	-1	7	1
CC(C)CCNC(=O)CSc1nc2ccsc2c(=O)n1NC(=O)c1ccccc1	-4	0	4	1	13	-13	-1	-4	-5
CS(=O)(=O)c1ccc2nc(NC(=O)CCN3C(=O)c4ccccc4C3=O)sc2c1	-3	-32	3	1	6	-4	-4	1	-2
Cc1cc(N2CCOCC2)n2cc(-c3ccc(F)cc3)nc2n1	-5	-7	5	-2	-10	0	-2	7	3
O=C(NNC(=O)C1CC2CCC1C2)c1ccccc1 (configuration not stated)	4	1	2	1	-3	-8	-6	4	-8
CS(=O)(=O)NNC(=O)c1cc2cc3ccccc3nc2s1	4	24	6	0	18	6	-2	13	-3
CC(=O)c1ccc(NC(=O)c2ccccc2Sc2ncnc3sc(C)c(C)c23)cc1	6	3	-1	-5	-13	-1	-5	-13	-5
CCOc1ccc(-c2cnc3ccccc3n2)cc1	/	18	0	2	0	-84	-1	0	4
CCOC(=O)Nc1ccc2c(CN3C(=O)NC4(CCCC4)C3=O)cc(=O)oc2c1	4	1	2	-2	2	-5	-2	-3	-10
O=C(NCCN1CCOCC1)c1cccc(S(=O)(=O)N2CCCCCC2)c1	3	0	5	0	-3	-17	4	8	1
CCOC(=O)c1c(C)oc2c1c(C(c1ccccc1)N1CCOCC1)c(O)c1ccccc12 (configuration not stated)	4	28	0	2	2	0	0	-5	-8
CC(C)CNC(=S)NNC(=O)c1csc2c1CCCC2	3	3	3	2	5	-10	0	1	-1
CC(=O)NC1CSCC1OC(C)=O (configuration not stated)	-4	-1	6	-1	4	-29	-1	6	3
CC(/C=C/c1ccccc1)=N/NC(=O)c1cnccn1	-6	8	4	-1	15	1	4	9	1
c1ccc(-c2nnc(OCc3cccnc3)c3ccccc23)cc1	1	-64	0	0	4	15	2	2	0
CC(=O)OC(C)C[N+](C)(C)C (configuration not stated)	25*	0	1	-1	-52	/	5	-26	-3
NC(=O)c1c(NC(=O)c2ccc(S(=O)(=O)N3CCOCC3)cc2)sc2c1CCCCC2	-2	2	3	-4	2	-19	-32	12	0
CC(C)[C@H](NC(=O)CCn1nnc2ccccc2c1=O)C(=O)O	3	1	-2	-1	10	-10	0	9	2
Cc1c(Cc2ccccc2)sc(NC(=O)c2ccco2)c1C(N)=O	-1	42	-2	1	-3	-2	5	6	-2
O=C1N=C(N2CCOCC2)S/C1=C1\C(=O)N(Cc2ccccc2)c2ccccc21	-2	-1	6	-7	10	4	-5	10	4
Cc1ccc(-c2nnc(N3CCN(C(=O)COc4ccccc4)CC3)c3ccccc23)cc1	1	-2	-6	2	-8	-12	1	-2	-8

Another view of four compounds above.
| NPY-Y1 antag | Hck Nef HTS | p97 inhibitor | Runt-CBFb FRET | NPY-Y1 PAM-ag | MDM2 E3 inh | Runt-SMMHC FRET | NPY2 pot ag | RBBP9 inh | SMILES |
| --- | --- | --- | --- | --- | --- | --- | --- | --- | --- |
| 4 | 1 | 2 | -2 | 2 | -5 | -2 | -3 | -10 | CCOC(=O)Nc1ccc2c(CN3C(=O)NC4(CCCC4)C3=O)cc(=O)oc2c1 |
| 3 | 0 | 5 | 0 | -3 | -17 | 4 | 8 | 1 | O=C(NCCN1CCOCC1)c1cccc(S(=O)(=O)N2CCCCCC2)c1 |
| 4 | 28 | 0 | 2 | 2 | 0 | 0 | -5 | -8 | CCOC(=O)c1c(C)oc2c1c(C(c1ccccc1)N1CCOCC1)c(O)c1ccccc12 (configuration not stated) |
| 3 | 3 | 3 | 2 | 5 | -10 | 0 | 1 | -1 | CC(C)CNC(=S)NNC(=O)c1csc2c1CCCC2 |

The listing continues:
SMILES	NPY-Y1 antag	Hck Nef HTS	p97 inhibitor	Runt-CBFb FRET	NPY-Y1 PAM-ag	MDM2 E3 inh	Runt-SMMHC FRET	NPY2 pot ag	RBBP9 inh
O=C(CCCOc1ccccc1)Nc1ccc(Cl)cn1	20	20	-3	-1	0	1	2	-8	-6
COc1ccc2[nH]c(=O)c(CN(CC3CCCO3)C(=O)Nc3ccc(F)cc3)cc2c1 (configuration not stated)	8	-1	-6	2	-5	-26	0	-2	-5
COc1ccccc1CNC(=O)Cn1nnc(-c2ccncc2)n1	4	1	3	6	9	4	-4	-6	-5
COc1ccc(OCc2nc3c4cc(OC)c(OC)cc4nc(=S)n3[nH]2)cc1	1	1	8	4	-13	1	12	-4	-3
CCOc1cc(CNCCc2ccc(S(N)(=O)=O)cc2)ccc1OCc1ccc(Cl)cc1	2	0	1	-5	3	-18	2	2	1
O=C(Nc1ccccc1Cl)c1c(F)c(F)c(F)c(F)c1F	-13	1	4	/	31	/	/	32*	4
COc1c([N+](=O)[O-])c(=O)n(-c2ccccc2)c2ccccc12	0	6	2	5	-9	1	7	-7	2
O=C(/C=C/NNC(=O)c1ccc(Cl)cc1)c1ccccc1	3	20	3	-2	-18	-9	-7	-23	-1
CCOC(=O)c1c(-c2cccs2)csc1NC(=O)CC(C)C	15	1	-7	-1	-21	-18	-6	-11	1
CC(C)(C)NC(=O)CN(Cc1cccs1)C(=O)CNS(=O)(=O)c1ccccc1	-2	0	2	0	-3	-18	-1	16	-5
CC(C)NC(=O)COC(=O)/C=C/c1ccc(F)cc1	5	-2	2	-1	3	4	0	-8	-1
CC1CC(C)CN(C/C=C/c2ccccc2[N+](=O)[O-])C1 (configuration not stated)	2	1	2	-1	6	0	-1	-9	0
Cc1cc2oc(C(=O)Nc3cccnc3)c(C)c2cc1C	-2	8	9	0	7	-11	-4	-8	0
CS(=O)(=O)N1CCN(c2ccccc2NC(=O)c2ccc([N+](=O)[O-])o2)CC1	16	3	-4	-1	-11	-13	1	-9	-9
COc1c(C)cc(Br)cc1C(=O)NCc1cccnc1	4	10	1	0	-9	5	1	-10	-6
CCC(C)NCC(=O)Nc1ccc(S(N)(=O)=O)cc1 (configuration not stated)	-10	16	7	0	18	-4	-2	1	-2
Cc1ccc(S(=O)(=O)NC(N)=NCCc2ccc(Cl)cc2)cc1C	3	7	4	-5	0	-6	8	19	-3
CC(=O)Nc1ccc(NC(=O)C/C(C)=N/NC(N)=S)cc1	-2	17	2	1	0	1	-6	19	-4
Cc1nnc(SCC(=O)NC(=O)NC(C)C)s1	-1	14	5	0	10	-1	1	-16	-9
COCCCNC(=O)/C(C#N)=C1\N=C(NC(=O)c2cccs2)c2ccccc21	/	-68	-1	0	34	0	-15	-21	-7
CCc1nc(SCC(=O)N2CCN(c3ccccc3)CC2)c2oc3ccccc3c2n1	6	-2	-3	-6	-36	9	-7	-9	-5
Cc1ccc(/C=N/N2CCCCC2)o1	-1	-19	4	1	-13	-8	-2	4	-3
O/N=C1\CCc2cc(Cl)ccc21	3	0	0	-5	11	1	-1	-2	6
CCc1cc2c(CN3CCN(CC)CC3)cc(=O)oc2cc1O	3	22	-5	18	-2	6	61*	2	3
O=C1NC(=S)N/C1=C/c1cccc([N+](=O)[O-])c1	2	19	-3	2	10	-10	2	-15	-6
CC(C)CCn1c(=O)c2ccccc2c2ccccc2c1=O	7	-2	9	0	13	-15	-1	-6	4
COc1ccc(OC)c(C2CC(=O)c3c([nH]c(C(=O)OC(C)C)c3C)C2)c1 (configuration not stated)	19	3	3	-6	-1	-8	-1	-10	-6
CC1(C)CN(c2ccccc2)N(Cc2ccc(F)cc2)C1=O	6	-2	-10	-2	-9	-9	-6	2	1
Cc1ccc2c(c1C)NC(=O)C2(O)CC(=O)c1ccc2c(c1)OCO2 (configuration not stated)	-3	0	4	1	-8	-20	1	-2	-5
Cn1ncc2c(=O)n(/N=C/c3ccccc3)cnc21	-5	5	-1	0	14	-7	-7	7	-3
O=C(O)Cc1ccc(NC(=O)Nc2cccc(Cl)c2)cc1	-2	18	3	0	11	-65	0	3	5
COc1ccc(NC(=O)CSc2nnc(CNC(=O)c3ccco3)n2-c2ccccc2OC)cc1	3	-1	2	0	-8	0	1	1	-3
COc1ccc([N+](=O)[O-])cc1NC(=O)COC(=O)c1ccccc1C(=O)c1ccccc1	4	3	1	0	1	3	1	10	-1
Cc1cccc(NC(=S)N2CCC(N(C)CC3CCCO3)CC2)c1 (configuration not stated)	8	12	0	-1	16	12	-2	-1	0
COc1ccccc1Cn1c(=O)c2ccccc2n2c(SCC(=O)N3CCCCC3)nnc12	-6	3	1	3	-12	-13	-1	5	-3
O=C(OCc1nnc(-c2ccccc2)o1)c1cc2ccccc2cc1O	7	29	-2	0	-36	-2	-9	-18	-1
COCC(=O)Nc1ccc(S(=O)(=O)Nc2ccccn2)cc1	-3	23	2	0	-9	-7	3	6	-7
O=C(CCc1ccccc1)Nc1ccc(N2CCCCC2)cc1	1	4	-1	1	12	11	4	-2	-3
CC(=O)N1CCc2cc(C(=O)CN3CCN(C(=O)c4ccco4)CC3)ccc21	2	0	2	2	2	-24	-1	3	3
COC(=O)[C@H]1C[C@@H]1[C@H](NC(=O)[C@H]1C[C@@H]1[C@H](NC(=O)OCc1ccccc1)c1ccccc1)c1ccccc1	4	0	6	-4	-29	/	3	1	-11
COc1ccc(C(=O)NN2CC(O)=C(c3nc4ccccc4n3C)C2=N)cc1OC	-4	2	9	1	12	-2	1	7	-3
